TrxR1 substrate: rat thioredoxin reductase 1 substrate activity; O89049; purified TrxR1 substrate turnover, NADPH consumption readout; Potency, µM (series often up to 114 µM), inactives show at the top dose activity change, negative = substrate turnover; hit rate 0.01% among 390,000; also: potency is read from the fitted curve at half-maximal effect; % is scaled to controls: 0 for no effect and ±100 for the full control effect; nearly all actives have a fitted effect of over 50% in size
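Rat TrxR1, dispensed at 90 nM, was prereduced with 400 uM NADPH (final) for 5 min at ~22 deg C, then incubated with compound 15 min before 400 uM selenite. A first-read NADPH fluorescence drop versus no-compound background flagged substrates.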
GRP78 ERSR act: inducers of ER stress response in human glioma cells; U87-MG GRP78 promoter luciferase reporter, 16 h; hit rate 0.02% among 420,000; Potency, µM, inactives show top-dose activation, hits mostly activators; AID 602332; also: potency is read from the fitted curve at half-maximal effect; series mostly up to about 76 µM; % of control where 0% means no effect; nearly all actives have a fitted effect of over 35% in size
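ERSR induction read as luciferase luminescence (Bright-Glo, 10 min at room temperature) in stably transfected human U87-MG glioma cells exposed to compounds for 16 h, using GRP78 as sensor.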
USP1-UAF1 inh: blocks the human USP1/UAF1 deubiquitinase complex; Potency, µM (titrated, usually from 57.1 µM), inactives show at the highest dose activity change, negative = inhibition, most hits filed as inhibitors; hit rate 0.23% among 390,000; O94782; recombinant USP1/UAF1, Ub-Rhodamine cleavage fluorescence; also: potency is read from the fitted curve at half-maximal effect; % is scaled to controls: 0 for no effect and ±100 for the full control effect; nearly all actives have a fitted effect of over 60% in size; inactives centre near -12
Target sequence (O94782 whole entry, looked up): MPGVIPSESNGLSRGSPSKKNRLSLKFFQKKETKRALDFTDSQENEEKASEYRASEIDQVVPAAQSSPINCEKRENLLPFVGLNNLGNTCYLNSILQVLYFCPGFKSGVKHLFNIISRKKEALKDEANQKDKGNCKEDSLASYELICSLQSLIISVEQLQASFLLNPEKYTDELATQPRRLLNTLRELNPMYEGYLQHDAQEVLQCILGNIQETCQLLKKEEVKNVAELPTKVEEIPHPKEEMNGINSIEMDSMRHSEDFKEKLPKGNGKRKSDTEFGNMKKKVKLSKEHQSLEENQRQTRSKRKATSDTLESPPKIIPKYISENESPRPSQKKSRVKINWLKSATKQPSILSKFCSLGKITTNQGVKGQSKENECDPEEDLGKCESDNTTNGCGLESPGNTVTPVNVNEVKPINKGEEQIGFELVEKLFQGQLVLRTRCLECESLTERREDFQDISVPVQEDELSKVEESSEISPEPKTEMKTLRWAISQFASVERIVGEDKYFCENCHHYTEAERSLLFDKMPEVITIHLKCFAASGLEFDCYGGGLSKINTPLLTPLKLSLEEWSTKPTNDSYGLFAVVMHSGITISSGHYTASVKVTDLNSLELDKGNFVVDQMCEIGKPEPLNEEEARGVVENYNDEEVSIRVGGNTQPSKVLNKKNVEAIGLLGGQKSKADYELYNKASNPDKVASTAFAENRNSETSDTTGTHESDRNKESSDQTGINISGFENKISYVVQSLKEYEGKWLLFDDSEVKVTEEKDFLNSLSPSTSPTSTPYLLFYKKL
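USP1/UAF1 complex (1 nM) preincubated 15 min at room temperature with compound, then Ub-Rho substrate (150 nM final) added. Kinetic fluorescence at 480/540 nm over 6 reads at 60 s intervals; 50 mM HEPES pH 7.8, 0.5 mM EDTA, 0.1 mg/ml BSA, 1 mM TCEP, 0.01% Tween-20.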
LDHA block: inhibitors of human lactate dehydrogenase A; AID 1347041; purified LDHA, NADH/diaphorase-resazurin fluorescence; stronger effect = lower value; hit rate 0.15% among 480,000; P00338; activity change, % (values are at about 110 or 230 µM); in the data active = activity change below about -30%; inconclusive = mostly about -25% to -30%;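 also: plate controls were DMSO wells for no effect and wells without enzyme for full effect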
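Enzyme activity of human lactate dehydrogenase 5 (2 nM; 0.06 mM NADH, 0.2 mM pyruvate, 5 min, RT) is measured via a resazurin/diaphorase fluorescence readout of residual NADH.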
IDH1 R132H inh: inhibitors of human mutant IDH1 R132H; O75874; IDH1-R132H enzyme, NADPH consumption, diaphorase/resazurin fluorescence; Potency, µM (doses to about 76.6 µM), inactives show top-dose activity change, negative = inhibition, actives largely listed as inhibitors; hit rate 0.093% among 390,000; AID 602179; also: potency is read from the fitted curve at half-maximal effect; % is scaled to controls: 0 for no effect and ±100 for the full control effect; nearly all actives have a fitted effect of over 65% in size
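IDH1-R132H (0.5 ug/mL dispensed) in pH 7.5 Tris buffer was preincubated 30 min with compound, then given a substrate mix of 0.016 mM NADPH and 2 mM alpha-KG for 80 min at room temperature; remaining NADPH was read by diaphorase/resazurin fluorescence.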
Vif-A3F inh: blocks the Vif interaction with APOBEC3F | AID 602313 | HeLa A3F-eYFP + Vif (tagged APOBEC3F with the HIV-1 protein that degrades it), YFP fluorescence increase | Potency, µM (doses to about 46.1 µM), inactives show top-dose activity, negative = active | hit rate 0.2% among 390,000; also: potency is read from the fitted curve at half-maximal effect; % of control where 0% means no effect; nearly all actives have a fitted effect of over 65% in size
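HeLa cells stably expressing A3F-eYFP plus Vif, plated and incubated overnight at 37 deg C, then exposed to compounds overnight at 37 deg C. Blocked degradation read as raised yellow fluorescence (Ex 488/Em 500-530).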
TrxR1 inh: blocks rat thioredoxin reductase 1; O89049; recombinant rTrxR1, NADPH fluorescence consumption, selenite substrate; Potency, µM (highest dose often 114 µM), without a hit: at the highest dose activity change, negative = inhibition, most hits filed as inhibitors; hit rate 1% among 390,000; AID 588453; also: potency is read from the fitted curve at half-maximal effect; % is scaled to controls: 0 for no effect and ±100 for the full control effect; nearly all actives have a fitted effect of over 65% in size
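Rat TrxR1 (90 nM in the dispensed reagent) was pre-reduced with 400 uM NADPH for 5 min at room temperature, then incubated with compound for 15 min. After 400 uM selenite was added, NADPH fluorescence (Ex 340/Em 450 nm) was followed for 8 min.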
RGS4 inhibitor: blocks human RGS4-accelerated GTP hydrolysis; P49798; Transcreener GDP fluorescence polarization, RGS4-accelerated GTP hydrolysis; Potency, µM (highest dose often 114 µM), for the others: top-dose activity change, negative = inhibition, usual class: inhibitors; hit rate 0.039% among 390,000; AID 504845; also: potency is read from the fitted curve at half-maximal effect; % is scaled to controls: 0 for no effect and ±100 for the full control effect; nearly all actives have a fitted effect of over 75% in size; some results filed as inactive show a strong effect at the top dose
Target sequence (P49798 whole entry, looked up): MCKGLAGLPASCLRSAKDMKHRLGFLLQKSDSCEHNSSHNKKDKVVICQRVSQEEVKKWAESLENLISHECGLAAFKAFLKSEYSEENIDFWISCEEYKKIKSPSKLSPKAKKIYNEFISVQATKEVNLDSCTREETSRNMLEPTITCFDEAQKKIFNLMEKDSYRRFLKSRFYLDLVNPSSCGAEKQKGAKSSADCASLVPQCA
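MLSMR compounds (23 nl, pin-transferred) preincubated 10 min at room temperature with a 500nM (2x) first reagent, then RGS4 at 900nM (2x) plus Transcreener GDP mix added; fluorescence polarization (620/688 nm) read before and after 90 min at 30 °C.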
Vif-APOBEC3G blk: blocks the Vif interaction with human APOBEC3G; HeLa A3G-eYFP + Vif (tagged APOBEC3G with the HIV-1 protein that degrades it), YFP fluorescence, overnight; Potency, µM (series often up to 46.1 µM), without a hit: at the highest dose activity, negative = active, actives largely listed as inhibitors; hit rate 0.076% among 410,000; AID 602310;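 also: potency is read from the fitted curve at half-maximal effect; % is scaled to controls: 0 for no effect and ±100 for the full control effect; nearly all actives have a fitted effect of over 60% in size; hits raise eYFP signal because A3G escapes Vif-driven loss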
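Read-out is eYFP fluorescence (Ex 488/Em 500-530) from Vif-expressing HeLa A3G-eYFP cells; more signal means A3G escaped Vif-mediated degradation. Cells plated overnight, compound pinned in, incubated overnight at 37 deg C.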
* hit, by the source's call; ? = inconclusive; nt = not tested or not shown; & = joins results of further samples; [ ] = another dose, or the depositor's remark. Unless noted, calls follow the shape of the dose curve; as a rule, active = well fitted curve in the direction sought with a large enough effect; inconclusive = small, poorly fitted or top-dose-only effect, or another doubt; inactive = no such curve, though single readings can be large; an effect the other way counts as inactive or inconclusive.

item	TrxR1 substrate	GRP78 ERSR act	USP1-UAF1 inh	LDHA block	IDH1 R132H inh	Vif-A3F inh	TrxR1 inh	RGS4 inhibitor	smiles	Vif-APOBEC3G blk
1	19%	-2%	?	-1	0%	2%	58%[activator]	-25%	Cc1ccc(C)c(NC(=O)C(NS(=O)(=O)c2ccc3c(c2)CCC(=O)N3)c2ccccc2)c1 (stereo not given)	-1%
2	0%	0%	-13%	4	-12%	1%	22%	3%	COc1ccc(CNC(=O)/C=C/c2ccccc2[N+](=O)[O-])cc1	-3%
3	5%[57.1 µM]	-3%	-16%	-17	2%	6%	16%[57.1 µM]	-7%[11.4 µM]	COc1ccccc1N(CC(=O)Nc1ccc2c(c1)OCO2)S(=O)(=O)c1ccccc1	-1%
4	4%[57.1 µM]	-4%	3%	-5	-4%	-6%	10%	-14%	COc1ccccc1CN(C)C(C)C(=O)Nc1cccc(C(C)=O)c1 (stereo not given)	1%
5	-1%	-6%	-8%	-10	2%	3%	10%	-2%	CCOC(=O)c1ccc(NC(=O)c2cc3sccc3n2Cc2ccc(Cl)cc2)cc1	5%
6	-7%	-3%	-21%	-21	6%	0%	-20%	-7%	C=CCNCCOCCSc1ccc(Cl)cc1	3%
7	-12%	-3%	-22%	2	7%	8%	-16%	-18%	O=C(Nc1ccccc1Oc1ccccc1)c1cc([N+](=O)[O-])ccc1Cl	-5%
8	-7%[57.1 µM]	-2%	-1%	-2	1%	3%	3%	-3%	O=C(CNC(=O)C1CCCCC1)NCCCO	0%
9	-2%	-4%	-23%	-3	-5%	-9%	18%	2%	CCc1ccc(NC(=O)Cn2c(=O)oc3cc(S(=O)(=O)N4CCOCC4)ccc32)cc1	-1%
10	-15%	-4%	-11%	-2	3%	-6%	-13%	-2%	CC(=O)NC(CC(=O)OCC(=O)c1c(N)n(CC(C)C)c(=O)n(C)c1=O)c1ccccc1 (stereo not given)	0%
11	-9%	-9%	-20%	-6	-1%	-8%	-7%	-11%	CCN(CC)CCOC(=O)c1ccc(NC(=O)CCCN2C(=O)/C(=C\c3cccs3)SC2=S)cc1	1%
12	10%	-2%	-17%	-2	-7%	3%	8%	7%	CCCCC(=O)NC(=S)Nc1cc([N+](=O)[O-])ccc1OC	2%
13	-4%[2.29 µM]	0%	-3%	4	9%	6%	0%[2.29 µM]	9%	CC(=O)C1CCC2C3CCC4=CC(=O)C=CC4(C)C3C(=O)CC12C (stereo not given)	1%
14	0%	-6%	-25%	0	0%	-11%	18%	9%	Cc1cccc(N2CCN(S(=O)(=O)c3ccc(-c4ccc(=O)[nH]n4)o3)CC2)c1C	-1%
15	-11%	-3%	-10%	-10	-9%	-12%	2%	-29%	Cc1ccc(-c2cc3nccc(-c4cc([N+](=O)[O-])ccc4O)n3n2)cc1	-9%
16	11%[57.1 µM]	5%	-27%	-9&-5	3%	0%	-5%	-18%	Cc1csc(SCC(=O)Nc2nc3ccccc3s2)n1	-18%
17	2%[57.1 µM]	1%	-3%	-8	2%	1%	-2%[57.1 µM]	7%	COc1ccc(NS(=O)(=O)c2ccc(NC(=S)NC(=O)CC(C)C)cc2)cc1	-5%
18	-5%	-2%	-16%	-12	2%	-2%	-3%	25%	Cc1ccc(Sc2ncccc2C(=O)O)cc1	1%
19	-8%	-6%	?	2	9%	nt	-12%	3%	CCOC(=O)c1c(C)sc2c1N(C(=O)CN(CC)CC)c1ccccc1S2	0%
20	-4%	-2%	-20%	-5	6%	-11%	-1%[57.1 µM]	2%	Cc1cc(C)n(CCOC(=O)c2sc3ccccc3c2Cl)n1	1%
21	21%	-2%	-14%	6	2%	1%	33%	-1%	CCCCCCSc1ccc(-c2nc3ccc(Cl)cn3c2NCc2ccccc2)cc1	3%
22	6%	-3%	-8%	-14	6%	-12%	30%	-6%	CCOC(=O)c1c(C)n(CC)c2ccc(OC(=O)c3ccc([N+](=O)[O-])cc3)cc12	-1%
23	-10%	-2%	-17%	-7	10%	1%	0%	-53%	NC(=S)N/N=C/c1ccc(-n2nncc2-c2ccc(Cl)cc2)cc1	-12%
24	3%	3%	-21%	-1	6%	-14%	21%	-10%	C[C@@H]1C(NC(=O)c2ccccc2)CC2CC1C2(C)C (stereo not given in full)	3%
25	4%[57.1 µM]	4%	?	-3	-2%	1%	18%[57.1 µM]	6%	COc1ccc(CC2(CO)CCN(Cc3cnn(C)c3)CC2)cc1	6%

The closing two records of the section before come first, to join the parts:
item	TrxR1 substrate	GRP78 ERSR act	USP1-UAF1 inh	LDHA block	IDH1 R132H inh	Vif-A3F inh	TrxR1 inh	RGS4 inhibitor	smiles	Vif-APOBEC3G blk
24	3%	3%	-21%	-1	6%	-14%	21%	-10%	C[C@@H]1C(NC(=O)c2ccccc2)CC2CC1C2(C)C (stereo not given in full)	3%
25	4%[57.1 µM]	4%	?	-3	-2%	1%	18%[57.1 µM]	6%	COc1ccc(CC2(CO)CCN(Cc3cnn(C)c3)CC2)cc1	6%
26	5%	7%	-3%	-4	8%	?	19%[57.1 µM]	11%	Fc1cccc(/C=N/Nc2ccccn2)c1	1%
27	8%[57.1 µM]	-5%	-8%	-7	4%	-9%	29%[57.1 µM]	-15%	CCCCOc1ccc(CSCCN=C(N)N)cc1	-1%
28	-5%	-5%	-17%	-10	-5%	-6%	-25%	-19%	COc1cccc(/C=c2\sc3nc(-c4cccs4)nn3c2=O)c1OC	0%
29	-13%	1%	-10%	-1	0%	-9%	-14%	30%[11.4 µM]	CC1CCCN(c2ccc([N+](=O)[O-])cc2C(=O)c2ccccc2)C1 (stereo not given)	?
30	5%[57.1 µM]	-6%	-13%	-6	-1%	-12%	6%[57.1 µM]	-11%	CCOc1ccccc1NC(=O)C1CCN(C(=O)c2cccs2)CC1	-2%
31	4%[57.1 µM]	-7%	-15%	-5	-2%	-8%	6%[57.1 µM]	0%	Cc1ccc(NC(=O)CN2C(=O)CN(C)C2=O)cc1S(=O)(=O)N1CCCCC1	0%
32	-11%	-16%	-4%	-3	5%	-4%	-7%	-26%	CCc1ccc2oc(-c3cc(N)ccc3O)nc2c1	-12%
33	2%[57.1 µM]	-3%	-10%	-13	-1%	-1%	23%[57.1 µM]	3%	CCCCNC(=O)C1CCN(S(=O)(=O)CCC)CC1	0%
34	nt	-7%	-20%	-1	2%	1%	20%	-5%	Cc1cc(C)[n+](-c2ccc(C(C)C)cc2)c2[nH]c(=O)[nH]c(=O)c12	1%
35	2%[57.1 µM]	-3%	-2%	-2	5%	8%	2%[57.1 µM]	-9%	CCCCN1C(=O)c2ccc(C(=O)Nc3ccccc3N3CCOCC3)cc2C1=O	-4%
36	7%[57.1 µM]	10%	-12%	-10	-3%	-9%	18%[57.1 µM]	29%	c1ccc(-c2noc(CN3CCOCC3)n2)cc1	-1%
37	12%[57.1 µM]	0%	-16%	-12	19%	-6%	-3%[57.1 µM]	?	CC(C)C1Cc2ccccc2-c2[nH]c(=S)[nH]c(=O)c21 (stereo not given)	-5%
38	4%	-2%	-11%	-4	-3%	-2%	28%	-4%	CCN(CC)c1ccc(S(=O)(=O)N2CCOCC2)cc1NC(=O)CSc1ccccc1	-7%
39	nt	-3%	-26%	0	3%	-12%	nt	nt	Cc1ccc(C(=O)NCC(=O)Nc2ccccc2C)o1	0%
40	-16%	10%	-11%	1	1%	0%	-7%	8%	O=C(O)CC1S/C(=N/N=C/c2ccccn2)NC1=O (stereo not given)	-4%

Compounds above containing four or more nitrogen atoms:
item	TrxR1 substrate	GRP78 ERSR act	USP1-UAF1 inh	LDHA block	IDH1 R132H inh	Vif-A3F inh	TrxR1 inh	RGS4 inhibitor	smiles	Vif-APOBEC3G blk
10	-15%	-4%	-11%	-2	3%	-6%	-13%	-2%	CC(=O)NC(CC(=O)OCC(=O)c1c(N)n(CC(C)C)c(=O)n(C)c1=O)c1ccccc1 (stereo not given)	0%
14	0%	-6%	-25%	0	0%	-11%	18%	9%	Cc1cccc(N2CCN(S(=O)(=O)c3ccc(-c4ccc(=O)[nH]n4)o3)CC2)c1C	-1%
15	-11%	-3%	-10%	-10	-9%	-12%	2%	-29%	Cc1ccc(-c2cc3nccc(-c4cc([N+](=O)[O-])ccc4O)n3n2)cc1	-9%
23	-10%	-2%	-17%	-7	10%	1%	0%	-53%	NC(=S)N/N=C/c1ccc(-n2nncc2-c2ccc(Cl)cc2)cc1	-12%
31	4%[57.1 µM]	-7%	-15%	-5	-2%	-8%	6%[57.1 µM]	0%	Cc1ccc(NC(=O)CN2C(=O)CN(C)C2=O)cc1S(=O)(=O)N1CCCCC1	0%
40	-16%	10%	-11%	1	1%	0%	-7%	8%	O=C(O)CC1S/C(=N/N=C/c2ccccn2)NC1=O (stereo not given)	-4%

Only part of the results is shown; count on the stated rates, not on these rows.
